PGC1a acetyl inh – inhibitors of PGC1a acetylation signal, primary screen, cell-based, U2OS, AlphaScreen, inhibitor mode; 0.17% of 350,000 active; inhibition, % at 15.6 µM; AlphaScreen anti-acetyl-lysine; with virally co-expressed GCN5 acetyltransferase;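 active = every replicate shows inhibition of at least 40%; inconclusive = mean inhibition at least 40% but some replicate below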;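 also: 0% = neutral control wells and 100% = positive control wells; some results beyond the cut were filed as inactive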
* hit, by the source's call; ? = inconclusive. A portion of the library; the hit share may differ from the screen's.

SMILES | PGC1a acetyl inh
CCOC(=O)c1nnn(-c2nonc2N)c1CS(=O)(=O)c1ccccc1 | -3
COc1ccc(C2/C(=C(/O)c3ccc(Cl)cc3)C(=O)C(=O)N2CCN2CCOCC2)c(OC)c1 (centres undefined) | 7
N#Cc1nc(-c2ccc(OCc3ccccc3)cc2)oc1N1CCC(C(N)=O)CC1 | -3
CC1=CC(=NOC(=O)c2cccc([N+](=O)[O-])c2)C=C(C)C1=O | -18
COc1ccc(Cn2c(CCCO)nc3ccccc32)cc1OC | -3
Cc1cc(SCCOc2ccccc2)nc(N)n1 | -18
COc1ccc(/C(O)=C2/C(=O)C(=O)N(CCN(C)C)C2c2ccc(OC)c(OC)c2)c(C)c1 (centres undefined) | 3
CCCSc1nc(C)c2cc(C)cc(C)c2n1 | 1
Cc1ccc(S(=O)(=O)NCc2cccnc2)s1 | 8
CCCc1cc(=O)[nH]c(Nc2cc(OC)ccc2OC)n1 | -1
COc1cc2nc(=S)n(CCCN3CCOCC3)c(N)c2cc1OC | -4
Cc1ccc(SCc2cc(-c3ccc(Cl)cc3)no2)cc1 | 7
Cc1ccc(CC2CC(=O)N(c3nc4ccccc4n3C)C2=O)cc1 (centres undefined) | -4
COC(=O)c1ccc(/C=C(\C#N)c2nc3ccccc3s2)cc1 | 0
Cn1c(SCCC#N)nnc1-c1ccc(F)cc1 | 4
COc1cc(CNC2CCCC2)cc(Cl)c1OCc1ccc(F)cc1 | -19
O=C(Nc1ccc(Cl)cc1)OCc1cc(-c2ccccc2Cl)on1 | -14
Clc1ccc(-c2nnc3sc(-c4ccc(Br)o4)nn23)cc1 | -5
Cc1ccnc2nc(C(=O)Nc3ccc(N4CCOCC4)cc3)nn12 | 10
O=C(Nc1cccnc1)c1ccc(S(=O)(=O)N2CCCCCC2)cc1 | 7
O=C(Nc1ccc(F)cc1)c1ccccc1CC[N+](=O)[O-] | -19
O=C(NC1CCCCC1)C1CC(O)CN1C(=O)OCc1ccccc1 (centres undefined) | -5
O=C(Cc1cccs1)N1CCN(c2ccccn2)CC1 | 0
O=C(CSC1=NCCS1)N1CCN(c2ccccc2)CC1 | 3
CC(=O)Nc1ccc(S(=O)(=O)Nc2ccc3c(c2)OCCO3)cc1 | 5
CCOc1c(OC)cc(C2C(C#N)=C(N)Oc3n[nH]c(-c4ccncc4)c32)cc1OC (centres undefined) | 9
COc1nnc(-c2ccc(C(=O)N3C[C@@H]4C[C@H](C3)c3cccc(=O)n3C4)cc2)c2ccccc12 | 0
COc1cccc(Sc2cc(N3CCOCC3)nc(-c3ccccc3)n2)c1 | -8
COc1ccccc1Cn1c(-c2ccccc2OC)nc2ccccc21 | -12
Cc1c(Cl)cccc1Nc1nc(N)nc(CSCCO)n1 | 7

Ordered by SMILES length (highest first): some entries from above.
SMILES | PGC1a acetyl inh
COc1ccccc1Cn1c(-c2ccccc2OC)nc2ccccc21 | -12
Cc1ccc(S(=O)(=O)NCc2cccnc2)s1 | 8
Cc1cc(SCCOc2ccccc2)nc(N)n1 | -18

Arranged by the number under PGC1a acetyl inh (lowest first): 3 from the list above.
structure	PGC1a acetyl inh
COC(=O)c1ccc(/C=C(\C#N)c2nc3ccccc3s2)cc1	0
CC(=O)Nc1ccc(S(=O)(=O)Nc2ccc3c(c2)OCCO3)cc1	5
Cc1c(Cl)cccc1Nc1nc(N)nc(CSCCO)n1	7

Further entries follow:
SMILES | PGC1a acetyl inh
Cc1c(C(=O)NC(=S)Nc2ccc(NC(=O)c3cccs3)cc2)cccc1[N+](=O)[O-] | 5
CC/C(=C\C(=O)c1ccncc1)Nc1ccc(Br)cc1 | 1
Cc1cccc(C(=O)N2CCN(c3ccc(C(F)(F)F)cn3)CC2)c1C | 10
CCOC(=O)N1CCN(c2nc3ccccc3nc2C(C#N)S(=O)(=O)c2ccc(C)cc2)CC1 (centres undefined) | 13
COC(C(=O)Nc1cccc(F)c1)c1ccccc1 (centres undefined) | 13
COc1ccc2c(Cl)c(C(=O)NCCCn3ccnc3)sc2c1Cl | 2
COc1ccc(-c2nnc(SCC(=O)Nc3ncc(C)s3)n2-c2ccccc2)cc1OC | 3
COc1cccc(OCCOc2ccccc2[N+](=O)[O-])c1 | 0
O=C(c1ccc(Cl)c(S(=O)(=O)N2CCCCCC2)c1)N1CCN(c2ccccn2)CC1 | 9
COc1cc2c(cc1NC(=O)C(c1ccccc1)c1ccccc1)CCCC2 | -15
O=C(Nc1cccc(-c2csc(-c3ccccc3)n2)c1)c1cccs1 | -6
CC(=O)c1c(C)nc(-c2ccc(Cl)cc2)nc1N=CN(C)C | 8
CCOc1ccc(NC(=O)CN(C)c2ccc(S(=O)(=O)N(C(C)C)C(C)C)cn2)cc1OCC | 19
COc1cc(CN(C)C)cc(C=O)c1O | 4
O=C(CCl)Nc1cccn2ncnc12 | 5

In the list so far, these have a cyano group:
SMILES | PGC1a acetyl inh
N#Cc1nc(-c2ccc(OCc3ccccc3)cc2)oc1N1CCC(C(N)=O)CC1 | -3
COC(=O)c1ccc(/C=C(\C#N)c2nc3ccccc3s2)cc1 | 0
Cn1c(SCCC#N)nnc1-c1ccc(F)cc1 | 4
CCOc1c(OC)cc(C2C(C#N)=C(N)Oc3n[nH]c(-c4ccncc4)c32)cc1OC (centres undefined) | 9
CCOC(=O)N1CCN(c2nc3ccccc3nc2C(C#N)S(=O)(=O)c2ccc(C)cc2)CC1 (centres undefined) | 13

(continued)
SMILES | PGC1a acetyl inh
O=C(O)[C@H](CO)Nc1ncnc2sc3c(c12)CCC3 | -11
Cc1cnnc2ccc3c(no[n+]3[O-])c12 | 4
O=C1CCC/C1=c1\s/c(=C\c2cccnc2)c(=O)n1-c1ccccc1 | 6
C/C(=N/Oc1nc(C)cc(C)n1)c1ccc(Br)cc1 | -6
O=C(COC(=O)c1ccccn1)Nc1ccc(S(=O)(=O)N2CCOCC2)cc1 | -3
COc1ccc(C(=O)Nc2cc(OC)c(NC(=O)c3ccco3)cc2OC)cc1 | -6
COc1cc(O)oc1C=Nc1ccc(Oc2ccccc2)cc1 | 0
Cc1ccc(NC(=O)CCn2c(=O)oc3ccccc32)c(C)c1 | -3
C=CCc1ccccc1OCC(O)CN1CCN(C(=O)OCC)CC1 (centres undefined) | 8
O=C(c1cccs1)N1CCC(c2ccccc2)C1 (centres undefined) | 9
COc1cccc(C(c2nnnn2C(C)(C)C)N2CCN(C3CCCCC3)CC2)c1OC (centres undefined) | 15
Cc1cc(C)nc(-n2nc(C)cc2Nc2ccccc2)n1 | -7
Cc1ccc(NCC(=O)c2ccc([N+](=O)[O-])cc2)cc1 | 0
O=C(Nc1nsc(-c2ccccc2)n1)c1cccs1 | 5
CCOc1ccc(OCC)c(NC(=O)CSCC(=O)O)c1 | 5
Fc1ccc(CSc2nc3ccccc3[nH]2)c2ccccc12 | -11
O=C(Cc1cccs1)N1CCCC(c2nc3c(nnn3Cc3ccccc3Cl)c(=O)[nH]2)C1 (centres undefined) | -22
CCn1c(=NC(=O)CSC(C)=O)sc2ccccc21 | -2
COc1ccc(Oc2nc(C)cc(C)c2S(C)(=O)=O)cc1 | 3
N/C(=N\OC(=O)c1ccccc1Cl)c1ccc(Cl)cc1 | -1
O=C(Nc1ccc(Cl)cc1)C1CC(=O)n2c(nc3ccccc32)N1 (centres undefined) | 5
COc1ccc(Br)cc1/C(C)=N/NC1=NCCN1 | 5
CC1=C(C(=O)OCc2ccccc2)C(c2cccnc2)n2ncnc2N1 (centres undefined) | -4
COc1cc(-n2c(=O)c3ccccc3n(Cc3cccnc3)c2=O)cc(OC)c1OC | 8
COc1ccc(CC(=O)NCCN2CCCC2)cc1 | -13
O=C(COC(=O)C1(c2ccc(F)cc2)CCCC1)N1CCN(C(=O)c2ccco2)CC1 | -1
Cc1ccc(-c2n[nH]c(=S)n2/N=C/c2cccn2C)cc1 | 50*
CC(=O)Nc1ccc(S(=O)(=O)Nc2nc3ccccc3s2)cc1 | -8
O=C(O)CCCNS(=O)(=O)c1cccs1 | -1
CCOC(=O)c1sc(NC(=O)c2cc(-c3ccccc3C)nc3ccccc23)c(C#N)c1C | 3
CC(C)COc1ccc(C(=O)Nc2ccc([N+](=O)[O-])cc2)cc1 | -3
Cc1cc([N+](=O)[O-])ccc1NC(=S)NC(=O)Cc1ccccc1 | 5
CCCC(=O)NC(Nc1cc(C(F)(F)F)ccc1Cl)C(Cl)(Cl)Cl (centres undefined) | -24
COc1ccc(-c2nnc(SC(C)C#N)o2)cc1 (centres undefined) | 3
CSc1ncccc1C(=O)OCC(=O)N(C)C1CCS(=O)(=O)C1 (centres undefined) | 0
COc1ccc(-c2nc3ccccc3c(=O)o2)cc1OC | ?
CCCOc1ccc2c3c(c(=O)oc2c1OCCC)CCCC3 | -10
COc1cccc(/C=N/NC(=O)c2ccccc2N(Cc2ccccc2)S(=O)(=O)c2ccccc2)c1OC | -6
O=S(=O)(Nc1cccnc1)c1ccc2c(c1)OCCO2 | 1
CCCCCCCC(=O)N/N=C/c1ccco1 | -2
Clc1ccc(OCc2nn3c(-c4ccncc4)nnc3s2)cc1 | -10
NS(=O)(=O)c1ccc(CCNC(=O)NC2(C(F)(F)F)Oc3ccccc3O2)cc1 | -12
CN(C)S(=O)(=O)c1ccc(Oc2ccccc2)cc1 | 3
O=C(NC(=S)N1CCCCC1)C12CC3CC(CC(C3)C1)C2 | 2
O=C1CCCc2ccccc2N1Cc1c(Cl)cccc1Cl | 16
O=C(OCC(F)(F)F)c1cccc(COc2ccc3ccccc3c2)c1 | 2
O=C(Nc1ccccc1C(F)(F)F)c1cc(-c2ccc(O)cc2)on1 | -13
Cn1nc(-c2ccc(C(=O)Nc3ccc(F)cc3)cc2)c2ccccc2c1=O | -4
COc1ccc(-c2nnc(SCc3ccccc3F)o2)cc1 | -6
CN1C(=O)/C(=C/c2ccco2)SC1=Nc1cccc(C(=O)O)c1 | 15
COc1ccc(C2NC(=O)c3sc(=S)n(-c4ccccc4)c3N2)cc1 (centres undefined) | -7
CN1/C(=C/c2cc[n+](C)c3ccccc23)C=Cc2ccccc21 | 3
Cn1cccc1C(=O)C(=O)Nc1ccccc1 | 4
O=C(CCN1CCN(c2ccccc2)CC1)Nc1nccs1 | -18
CCC(C(=O)O)N1C(=O)c2ccccc2C1=O (centres undefined) | 4
O=S(=O)(Nc1nc2ccccc2nc1NCCN1CCOCC1)c1cccc(Cl)c1 | -3
O=C(COc1cccc(Cl)c1)Nc1ccc(N2CCOCC2)cc1 | -2
CCCCN(CCCC)C(=S)N/N=C/c1c(C)[nH]n(-c2ccccc2)c1=O | 0
COc1cc(OC)c(C(=O)COc2ncnc3ccccc23)c(OC)c1 | -8
Clc1cccc(CNc2nnnn2-c2ccccc2)c1 | -11

Continuation.
SMILES | PGC1a acetyl inh
COC(=O)c1ccc(N2C(=O)CC(N3CCC(O)(c4ccc(Br)cc4)CC3)C2=O)cc1 (centres undefined) | 4
COc1ccc(/C=N/NC(=O)C(=O)NCc2cccnc2)cc1OC | 5
CCOC(=O)C1=C(C)N(C)C(=O)NC1c1c(C)nn(-c2ccc(C)cc2)c1Cl (centres undefined) | -1
CC1=NN(Cc2ccccc2)C(=O)/C1=C\c1ccc(N(C)C)cc1 | -3
Cc1cc(C)c2nc(SC(C)C#N)cc(C)c2c1 (centres undefined) | 13
O=c1c(/C=C(\O)c2ccc(F)cc2)nc2ccccc2n1-c1ccccc1 | 5
CC(=O)c1ccc(OC(=O)N(c2ccccc2)c2ccccc2)cc1 | 16
CCn1ncc([N+](=O)[O-])c1C(=O)N1CCCC1 | 5
O=C(C(c1ccccc1)c1ccccc1)N(Cc1ccco1)C1CCS(=O)(=O)C1 (centres undefined) | -14
O=C(Nc1ccc(-c2nc3ccc(NC(=O)c4cccs4)cc3[nH]2)cc1)c1cccs1 | -9
CC1(C)SC2c3ccccc3C(=O)N2[C@@H]1C(=O)NCCCN1CCOCC1 (some centres undefined) | 2
CCOC(=O)N1CCN(c2c(F)cc3[nH]c(=S)[nH]c3c2Br)CC1 | -9
CCCCN(C)C(=O)C1CCN(Cc2ccc(OCc3ccccc3)cc2)CC1 | 1
O=C(Cc1ccccc1)NC(=S)Nc1cccc(C(F)(F)F)c1 | -4
CC(C)(C)n1nnnc1C(c1ccc(Cl)cc1)N1CCSCC1 (centres undefined) | -16

Another view of part of the listing above:
PGC1a acetyl inh | SMILES
2 | CC1(C)SC2c3ccccc3C(=O)N2[C@@H]1C(=O)NCCCN1CCOCC1 (some centres undefined)
5 | COc1ccc(/C=N/NC(=O)C(=O)NCc2cccnc2)cc1OC
13 | Cc1cc(C)c2nc(SC(C)C#N)cc(C)c2c1 (centres undefined)

(cont.)
SMILES | PGC1a acetyl inh
CC(=O)N1CCc2cc3nc(C)cc(C)c3cc21 | -10
CC(C)CSc1nnc2c(n1)[nH]c1ccccc12 | 0
COc1cc(C(=O)NCc2ccc(C)cc2)ccc1OCc1c(C)noc1C | 2
CC(=O)Oc1ccc2nc(-c3cccs3)oc(=O)c2c1 | 5
COc1ccc(C2Nc3ccccc3C(=O)N2Cc2ccco2)cc1COc1ccc([N+](=O)[O-])cc1 (centres undefined) | -16
CN(C)c1nc(NCc2ccccc2)nc(N/N=C/c2ccc(Cl)cc2Cl)n1 | -8
c1cc2c(cc1C1CCCCC1)c1c3n2CCCNC3CCC1 (centres undefined) | -10
COc1ccc(NS(=O)(=O)c2cccc(-c3nnc(-c4ccccc4)o3)c2)cc1 | -7
O=C(O)COc1ccc(Br)cc1/C=N/O | -3
Cn1ncc2c(Nc3ccc(-c4ccccc4)cc3)ncnc21 | -3
O=C(c1ccc(F)cc1)N1CCN(c2cc(N3CCCCC3)c(F)cc2[N+](=O)[O-])CC1 | -4
O=C(Oc1ccc(Br)cc1C(=S)N1CCCCC1)c1cc([N+](=O)[O-])cc([N+](=O)[O-])c1 | -4

Assay outcomes as filed in PubChem BioAssay.
